MITF TRPM1 inh – inhibitors of MITF-driven TRPM1 promoter in melanoma cells | inhibition, % at 12.5 µM | 330,000 tested, 0.83% active | SK-MEL-5 TRPM1 promoter luciferase, 24 h | AID 488899;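 active = mean inhibition across replicates of 60% or more, whatever share of single replicates reaches that level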; note: values of inactives mirror those of a sister screen read the other way
Vif inh – HIV Vif inhibition; HEK293T cells, Vif self-association by quenched fluorescence, imaging, 24 h; 340,000 tested, 0.35% active; inhibition, % at 7.49 µM; in the data active = inhibition above about 50%, passing the limit was not always enough; note: some results filed as inactive read as strong as hits
NR2E3 ag-1 – agonists of human nuclear receptor NR2E3 | GST-NR2E3/biotin-RetCOR TR-FRET, 1536-well | inhibition of corepressor binding, % at 4.78 µM | 320,000 tested, 0.12% active | AID 2300;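 active = percent inhibition above the cutoff of mean plus 3 SD of all tested compounds, set per screening campaign, cut at about 20% in these data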;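 note: 0% = DMSO wells and 100% = biotin wells as full block of FRET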
Target sequence (Q9Y5X4 whole entry, looked up): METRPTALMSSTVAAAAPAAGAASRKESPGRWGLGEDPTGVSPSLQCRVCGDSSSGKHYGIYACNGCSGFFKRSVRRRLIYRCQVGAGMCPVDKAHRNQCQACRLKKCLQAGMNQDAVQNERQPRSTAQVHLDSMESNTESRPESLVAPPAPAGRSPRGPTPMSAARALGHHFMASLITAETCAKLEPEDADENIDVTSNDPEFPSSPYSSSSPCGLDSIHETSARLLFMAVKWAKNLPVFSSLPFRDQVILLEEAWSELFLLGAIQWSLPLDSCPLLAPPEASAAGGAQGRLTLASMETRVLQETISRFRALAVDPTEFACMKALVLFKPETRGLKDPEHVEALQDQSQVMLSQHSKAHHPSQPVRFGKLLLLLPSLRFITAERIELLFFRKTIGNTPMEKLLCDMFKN
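Assay system: NR2E3–RetCOR corepressor complex. Quantity: 1.35 nM GST-NR2E3. Buffer or medium: pH 7.5 Tris-based buffer. Reagent: biotinylated RetCOR corepressor at 7 nM final. Schedule: 5 h at 4 °C. Detection: TR-FRET, emission read at 617 and 671 nm. Replicates: one well per compound, singlicate testing.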
HIF-2a block – HIF-2a inhibition; 786-0 RCC cells HIF-2a reporter, luciferase luminescence, overnight; inhibition, % at 18.8 µM; 360,000 tested, 0.72% active; AID 624352;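 active = inhibition of the luminescence signal of 40% or more relative to plate controls, in a single-dose primary screen at 18.75 µM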
iPSC survival up – increases survival of single human iPS cells; hiPSC single-cell survival, ATPlite luminescence; 100% = ROCK inhibitor wells, 0% = DMSO; survival enhancement, % at 20 µM; 360,000 tested, 0.044% active; AID 602274; in the data active = survival enhancement above about 18%;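 note: cells exposed to compounds for 16 hours before the ATP read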
PDI inh – inhibitors of human protein disulfide isomerase. P07237. PDI insulin aggregation turbidity, A650, 90 min. 350,000 tested, 0.052% active. inhibition, % at 10 µM;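 active = mean inhibition across replicates of 30% or more, whatever share of single replicates reach that level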;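 note: absorbance from insulin aggregation driven by PDI reduction with DTT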
Target sequence (P07237 whole entry, looked up): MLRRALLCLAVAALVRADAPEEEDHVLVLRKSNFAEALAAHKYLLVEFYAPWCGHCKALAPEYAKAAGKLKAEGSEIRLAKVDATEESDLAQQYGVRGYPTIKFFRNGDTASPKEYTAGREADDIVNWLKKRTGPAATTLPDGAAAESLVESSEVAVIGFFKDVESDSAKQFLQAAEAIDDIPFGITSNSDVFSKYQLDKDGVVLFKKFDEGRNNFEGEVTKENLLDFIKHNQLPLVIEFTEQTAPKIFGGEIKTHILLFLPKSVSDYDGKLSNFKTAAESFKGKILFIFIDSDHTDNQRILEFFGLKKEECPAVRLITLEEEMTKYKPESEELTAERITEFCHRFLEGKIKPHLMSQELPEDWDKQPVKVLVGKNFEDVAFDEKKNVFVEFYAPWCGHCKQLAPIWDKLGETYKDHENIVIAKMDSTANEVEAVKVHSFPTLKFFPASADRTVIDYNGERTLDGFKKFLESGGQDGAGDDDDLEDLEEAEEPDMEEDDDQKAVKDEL
Exocytosis inh – blocks lytic granule exocytosis; TALL-104 LAMP-1 surface exposure, flow cytometry; cells stimulated with thapsigargin and PMA; inhibition, % at 10 µM; 360,000 tested, 0.66% active; AID 651702;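 active = inhibition above about 55%, limit read from the data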
NR2E3 ag-2 – activates human NR2E3 receptor. Q9Y5X4. CHO-S Gal4-NCOR/VP16-NR2E3 two-hybrid, luciferase. inhibition of corepressor binding, % at 3.98 µM. 360,000 tested, 0.35% active. AID 602229;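 active = inhibition above the mean of all tested compounds plus 3 SD, cut at about 70% in these data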;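 note: 0% = DMSO with NR2E3 transfected cells and 100% = cells lacking NR2E3 construct; higher means lower luciferase signal from less NR2E3 corepressor binding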
aDG glyco act – increases alpha dystroglycan glycosylation; Pro5-aDG cells, alpha-DG glycosylation AlphaScreen (IIH6); 0% Pro5, 100% B10-LARGE cell signal; activation, % at 10 µM; 360,000 tested, 0.22% active; AID 624168;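 active = activation of at least 8% versus controls, or a plate z-score of at least 8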;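 note: Pro5 are CHO cells carrying HIG-tagged alpha-DG that lacks glycosylation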
CaV13 ICDI inh – Disruptors of the CACNA1D IQ motif to Ca2+-dependent inactivation inhibitor domain association, primary screening, Förster resonance energy transfer in intact living …; 340,000 tested, 0.098% active; inhibition, % at 12.3 µM; HEK cells, CFP/YFP FRET ICDI-IQ, plate reader, 10 min; percent FRET-ratio fall versus neutral wells;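 active = mean replicate inhibition of at least 30% and at least 1% of replicates passing that level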;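 note: 0% = median of the neutral control wells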
Peg3 prom inh – Peg3 promoter activity inhibition; inhibition, % at 20 µM; 360,000 tested, 1.7% active; HeLa PEG-Prom luciferase reporter, luminescence, overnight; AID 588405;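 active = inhibition of at least 50% at 20 µM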
The depositor's hits bear a star; x = not tested or not shown.

Preview:
nr	Molecule	MITF TRPM1 inh	Vif inh	NR2E3 ag-1	HIF-2a block	iPSC survival up	PDI inh
1	COC(=O)c1c(SCc2cccc3ccccc23)nc(=O)[nH]c1C	17	-11	-2	18	0.0	-1
2	CC(=O)C1CCCN(C(=O)c2ccc3oc(CCc4ccccc4)nc3c2)C1 (configuration not stated)	-21	5	-1	-160	-0.5	-5
3	COCCn1cnc2c1c(=O)n(CC(=O)OCC(=O)NCC(F)(F)F)c(=O)n2Cc1ccccc1	-10	-1	2	12	-1.8	7
4	C=CCn1c(=NC(=O)C2CC2)sc2cc(NC(C)=O)ccc21	-10	16	1	-31	-1.5	0
5	O=C(NCc1ccccc1Cl)C(=O)NCC1OCCN1S(=O)(=O)c1cccs1 (configuration not stated)	2	-3	4	15	1.1	0
6	COc1ccccc1CNC(=O)C[C@@H]1C[C@H]2c3cc(NC(=O)c4ccc5c(c4)OCO5)ccc3O[C@H]2[C@@H](CO)O1	x	3	x	-9	-1.9	3
7	COc1ccc(/C=N/n2c(=O)[nH]c3c([nH]c4ccc(Br)cc43)c2=O)cc1CN1CCOCC1	16	6	1	14	-1.4	-6

nr	Exocytosis inh	NR2E3 ag-2	aDG glyco act	CaV13 ICDI inh	Peg3 prom inh
1	5	-6	0.0	-2	5
2	4	-128	0.5	-7	-242
3	4	26	-0.2	-18	2
4	-1	-21	-0.2	-7	-44
5	2	-12	-0.1	4	16
6	-9	-12	0.3	-5	-18
7	-4	-22	0.0	-5	10

Main list, repeating the preview:
nr	Molecule	MITF TRPM1 inh	Vif inh	NR2E3 ag-1	HIF-2a block	iPSC survival up	PDI inh
1	COC(=O)c1c(SCc2cccc3ccccc23)nc(=O)[nH]c1C	17	-11	-2	18	0.0	-1
2	CC(=O)C1CCCN(C(=O)c2ccc3oc(CCc4ccccc4)nc3c2)C1 (configuration not stated)	-21	5	-1	-160	-0.5	-5
3	COCCn1cnc2c1c(=O)n(CC(=O)OCC(=O)NCC(F)(F)F)c(=O)n2Cc1ccccc1	-10	-1	2	12	-1.8	7
4	C=CCn1c(=NC(=O)C2CC2)sc2cc(NC(C)=O)ccc21	-10	16	1	-31	-1.5	0
5	O=C(NCc1ccccc1Cl)C(=O)NCC1OCCN1S(=O)(=O)c1cccs1 (configuration not stated)	2	-3	4	15	1.1	0
6	COc1ccccc1CNC(=O)C[C@@H]1C[C@H]2c3cc(NC(=O)c4ccc5c(c4)OCO5)ccc3O[C@H]2[C@@H](CO)O1	x	3	x	-9	-1.9	3
7	COc1ccc(/C=N/n2c(=O)[nH]c3c([nH]c4ccc(Br)cc43)c2=O)cc1CN1CCOCC1	16	6	1	14	-1.4	-6
8	COc1ccc(C2C(C(=O)N3CCCC3)CC(=O)N2c2ccc(OC)cc2)cc1 (configuration not stated)	0	7	-1	17	-0.7	10
9	O=C(OCC(=O)c1c[nH]c2ccccc12)C1=COCCO1	-32	x	3	-156	1.3	1
10	NC(=O)c1ccccc1NC(=O)CCn1c(=S)oc2ccccc21	-6	x	-2	-2	0.1	1

nr	Exocytosis inh	NR2E3 ag-2	aDG glyco act	CaV13 ICDI inh	Peg3 prom inh
1	5	-6	0.0	-2	5
2	4	-128	0.5	-7	-242
3	4	26	-0.2	-18	2
4	-1	-21	-0.2	-7	-44
5	2	-12	-0.1	4	16
6	-9	-12	0.3	-5	-18
7	-4	-22	0.0	-5	10
8	-1	-34	2.4	x	17
9	0	-80	0.3	x	-212
10	1	-39	0.0	-20	4

Next records
nr	Molecule	MITF TRPM1 inh	Vif inh	NR2E3 ag-1	HIF-2a block	iPSC survival up	PDI inh
11	CS(=O)(=O)c1nc(-c2ccc(F)cc2)cc(C(F)(F)F)n1	97*	0	x	95*	-5.7	9
12	Cc1ccc(N2CC(C(=O)NCc3ccco3)CC2=O)cc1Cl (configuration not stated)	5	9	3	1	-0.6	-2
13	COc1ccc(Br)cc1CN(C)CC(=O)Nc1cc(Cl)ccc1Cl	3	8	-3	10	-0.5	-5
14	CC1CN(S(=O)(=O)c2cccc(C(=O)Nc3cc(Cl)ccc3N3CCOCC3)c2)CC(C)O1 (configuration not stated)	4	-6	2	16	-0.3	-11
15	O=C(COC(=O)Cc1ccccc1F)NCc1ccc(Cl)cc1	12	2	x	13	-1.0	0
16	C[C@H](O)[C@@H]1C(=O)N2CCc3ccc(-c4ccccc4)cc3[C@@H]2C[C@@H]1N(C)C(=O)Nc1cc(Cl)cc(Cl)c1	13	-10	x	14	-1.9	6
17	O=S1(=O)N=C(N(CCO)/N=C/c2ccccc2)c2ccccc21	-31	1	x	18	-0.8	2
18	O=c1ccn(Cc2ccccc2)c(=O)n1Cc1ccccc1	-6	1	2	2	-1.8	1
19	COc1ccc(CNC(=O)c2cccc(C)c2[N+](=O)[O-])cc1	-7	-1	-2	1	2.9	-7
20	Cc1cccnc1CCNC(=O)CCc1nnc(-c2ccccc2)o1	-8	-1	-3	-6	0.8	-9

nr	Exocytosis inh	NR2E3 ag-2	aDG glyco act	CaV13 ICDI inh	Peg3 prom inh
11	86*	7	-0.5	-27	106*
12	-5	24	-0.2	-6	12
13	1	-19	0.1	-3	25
14	-1	17	0.6	-6	20
15	4	7	0.4	-6	0
16	-7	-53	-0.3	-6	49
17	0	-7	0.2	2	8
18	1	-25	-0.1	-1	4
19	13	12	0.1	-3	11
20	-4	16	0.4	-5	-13

Later entries.
nr	Molecule	MITF TRPM1 inh	Vif inh	NR2E3 ag-1	HIF-2a block	iPSC survival up	PDI inh
21	O=S(=O)(c1ccccc1OC(F)(F)F)N1CCN(c2ccnc3cc(Cl)ccc23)CC1	15	-8	2	18	-0.6	1
22	O=C(Cn1c(=O)c(=O)n(Cc2ccccc2)c2ccc(Cl)cc21)Nc1ccc(F)cc1F	4	-4	1	11	1.7	-11
23	Cc1ccc(Cl)c(NC(=O)CSc2n[nH]c(=O)n2C2CC2)c1Cl	9	2	2	9	-0.4	4
24	CC(/C=C1\SC(=S)N(NC(=O)c2ccccc2C)C1=O)=C\c1ccccc1	-1	-2	1	4	0.3	-13
25	Cc1ccccc1OCC(=O)OCC(=O)NCC1CCCO1 (configuration not stated)	11	2	-1	15	-0.7	-3
26	O=C(COc1ccc2ccccc2c1)NCCc1ccc2c(c1)OCCO2	1	-1	3	2	4.2	-5
27	Cc1ccc(C)c(OC(=O)c2cccnc2Cl)c1C	-18	-5	1	-68	0.0	-6
28	CCNc1nc(NCC)nc(N2CC(=O)N(CC(=O)OCC)C2=N)n1	3	13	2	9	4.3	-2
29	CN1CCN(NC(=O)c2c(-c3ccccc3)sc3ccccc23)CC1	-1	4	x	-8	-1.9	0
30	COc1cccc(CN2CCN(C3CCOCC3)CC2CCO)c1 (configuration not stated)	3	-2	-1	21	-0.6	-6

nr	Exocytosis inh	NR2E3 ag-2	aDG glyco act	CaV13 ICDI inh	Peg3 prom inh
21	15	-40	0.7	-2	17
22	5	1	-0.5	-6	25
23	3	-1	0.1	-2	12
24	0	-32	-0.3	-6	-1
25	0	4	0.0	-4	11
26	-2	8	-0.1	-2	1
27	2	-21	-0.1	-4	-43
28	4	-10	0.7	x	13
29	11	7	-0.1	-9	-10
30	1	9	0.5	-2	8

More compounds.
nr	Molecule	MITF TRPM1 inh	Vif inh	NR2E3 ag-1	HIF-2a block	iPSC survival up	PDI inh
31	COc1cc(C(=O)ON=C2C(C)=CC(=O)C=C2C)cc(OC)c1OC	11	12	-5	-5	-0.4	2
32	O=C(COC(=O)c1ccco1)Nc1ccccc1[N+](=O)[O-]	-13	-4	-1	16	-0.6	0
33	c1ccc(OCc2nnc3n2N=C(c2ccccc2)CS3)cc1	6	-8	3	-65	0.1	2
34	O=C(COC(=O)[C@H](Cc1ccccc1)NC(=O)c1cccs1)NC1CC1	1	-3	0	15	2.0	6
35	Cc1ccc(Cn2nnc3c(=O)n(CC(=O)NCc4ccco4)cnc32)cc1	11	3	-3	5	0.1	6
36	CC(=O)NCc1nc2ccccc2n1Cc1ccccc1F	1	x	-2	11	-0.5	-10
37	COc1ccc(/C=C2\Oc3cc(OCC(=O)N4CCC[C@H]4C(=O)O)ccc3C2=O)c(OC)c1	10	-7	-5	17	2.3	x
38	O=C1c2oc3ccccc3c(=O)c2C(c2ccccn2)N1Cc1ccccc1 (configuration not stated)	11	10	4	7	-1.9	0
39	COc1cccc(-c2nc(CS(=O)(=O)CC(=O)NCc3ccccc3OC)c(C)o2)c1	-15	-8	1	5	0.7	x
40	Cc1cc(NC(=O)c2ccc(F)cc2F)n(-c2nc3ccccc3[nH]2)n1	6	-15	2	-15	-1.7	1

nr	Exocytosis inh	NR2E3 ag-2	aDG glyco act	CaV13 ICDI inh	Peg3 prom inh
31	2	-31	0.3	-10	5
32	-2	-13	0.0	4	-5
33	1	-27	-0.1	-2	-40
34	9	-1	-0.2	-6	-5
35	-2	6	0.4	-7	22
36	-4	-9	0.3	x	3
37	1	-64	0.3	x	-8
38	0	-37	-0.3	-2	11
39	3	6	0.2	6	7
40	1	-18	-0.4	-7	31

The listing continues.
nr	Molecule	MITF TRPM1 inh	Vif inh	NR2E3 ag-1	HIF-2a block	iPSC survival up	PDI inh
41	O=C(CSc1ccc2nnc(-c3ccc(Cl)cc3)n2n1)N1CCCc2ccccc21	-4	-7	0	21	0.2	-13
42	O=C(O)/C=C\C(=O)Nc1ccc(N2CCN(c3ccc(F)cc3)CC2)cc1	-4	7	-1	10	-0.6	0
43	CN(c1ccccc1)S(=O)(=O)c1ccc(Cl)c(C(=O)OCC(=O)c2c(N)n(C)c(=O)n(C)c2=O)c1	x	-4	x	10	1.5	-11
44	CC(=O)c1cccc(-c2ccc(CN3C(CC(C)C)C(=O)N(Cc4cn(CC5CCCCC5)nn4)CCS3(=O)=O)cc2)c1 (configuration not stated)	5	x	x	4	-2.2	-5
45	O=C(CSc1nc(O)cc(=O)n1-c1ccccc1)Nc1ccccn1	-8	1	3	3	-0.8	14
46	[O-][n+]1onc2c3cc(-c4ccccc4)nnc3ccc21	16	-7	-1	-26	-0.4	0
47	COc1cc(/C=C/C(=O)OCC(=O)Nc2ccc(NC(C)=O)cc2)cc(S(=O)(=O)N2CCc3ccccc32)c1OC	-3	6	-3	-34	0.3	15
48	CCCCCCc1ccc(-c2ncc(N)cn2)cc1	-26	19	4	-222	-0.2	-5
49	CC(=O)c1ccc(NC(=O)c2cn(-c3ccccc3)nc2-c2ccncc2)cc1	-40	-14	2	2	9.5	-7
50	CC(C)CC(=O)O/N=C1\C(=O)N(c2ccccc2)c2ccccc21	9	-1	1	7	5.1	4
51	CCCS(=O)(=O)NC(=O)C1(C)CCN(C(=O)Cc2ccc(OC)c(OC)c2)C1 (configuration not stated)	x	-6	x	-5	-3.0	-3
52	O=C(COC(=O)c1cc[n+]([O-])cc1)NCc1ccccc1Cl	-8	0	3	15	1.5	3

nr	Exocytosis inh	NR2E3 ag-2	aDG glyco act	CaV13 ICDI inh	Peg3 prom inh
41	-1	1	-0.3	-5	44
42	-3	-2	0.5	1	3
43	1	-5	-0.1	-6	30
44	0	-8	3.3	-2	17
45	-1	-19	0.1	4	4
46	-7	-7	-0.2	-3	-28
47	15	-10	-0.3	-8	-5
48	6	-86	0.1	-11	-233
49	-2	14	-0.1	-5	4
50	-2	-15	0.2	-1	12
51	-2	10	0.0	-6	-2
52	-1	1	0.1	2	3

Bioassay records (PubChem BioAssay)
